# Screens deposited in PubChem BioAssay by several laboratories.
# NPR2 activator = GC-B (human) receptor activation | P20594 | HEK293-GC-B cells, CNP EC30, cGMP TR-FRET; 0% at EC30 CNP, 100% saturating CNP | activation, % at 10 µM | 370,000 tested, 0.11% active | AID 1920062;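 active = activation at 10 µM reaching about 35% in either raw or pattern-adjusted values, limit read from the data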
# FXN GAA850 act = activators of GAA850 frataxin (FXN) promoter; activation, % at 6 µM; HEK293 lucGAA850 FXN promoter luciferase reporter, 24 h; percent of 10 µM SAHA response; 360,000 tested, 0.56% active;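 active = activation above the average of all compounds screened plus 3 SD, cutoff fixed separately per campaign, cut at about 7.5% in these data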;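 also: 0% = DMSO wells and 100% = 10 µM SAHA wells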
# NPR1 activator = GC-A (human) enzyme activation | P16066 | HEK293 GC-A cells, cGMP TR-FRET, EC30 ANP; 0% at EC30 ANP, 100% saturating ANP | activation, % at 10 µM | 370,000 tested, 0.14% active; in the data active = activation above about 40%
# ssDAF12 agonist = activators of S. stercoralis DAF-12 nuclear receptor. HEK293 ssDAF-12/GRIP1 lit1-tk-luc reporter, luminescence; % of 3 µM dafachronic acid response. activation, % at 6.8 µM. 370,000 tested, 1% active;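 active = activation above the mean over all tested compounds plus 3 SD, cut at about 0.9% in these data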;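 also: 0% = DMSO-only wells and 100% = 3 µM delta7-dafachronic acid wells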
# SMARCA2 activ = SMARCA2 function activation, primary screen. MG213 cells, MMTV-luciferase reporter, dexamethasone, overnight. activation, % at 9.1 µM. 370,000 tested, 1% active; in the data active = activation above about 7.8%;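 also: 0% = vehicle wells and 100% = reference activator wells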
# KLK7 zymogen act = activators of human kallikrein-7 zymogen; P49862; purified proKLK7, EDANS-DABCYL substrate fluorescence; 100% is mature enzyme control, 0% vehicle; activation, % at 7 µM; 370,000 tested, 0.9% active;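 active = activation above the mean of all tested compounds plus 3 SD, computed per campaign excluding outliers beyond control limits, cut at about 13% in these data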
# Target sequence (P49862 whole entry, looked up): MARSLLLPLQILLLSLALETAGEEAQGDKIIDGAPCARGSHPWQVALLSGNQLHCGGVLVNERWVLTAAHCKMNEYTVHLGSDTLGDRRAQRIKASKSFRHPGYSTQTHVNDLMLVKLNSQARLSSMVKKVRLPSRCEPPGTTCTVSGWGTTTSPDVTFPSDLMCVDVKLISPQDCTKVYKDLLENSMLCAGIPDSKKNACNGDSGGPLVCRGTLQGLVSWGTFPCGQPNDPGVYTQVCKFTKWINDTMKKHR
# hgDAF-12 ag = agonists of H. glycines DAF-12 nuclear receptor; 370,000 tested, 1.8% active; HEK293 GAL4-hgDAF12 UAS-luciferase reporter, agonist luminescence; normalized to butyrate control; activation, % at 6.8 µM;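 active = activation above a cutoff set at the mean of all screened compounds plus 3 SD, cut at about 10% in these data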;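 also: 0% = DMSO wells and 100% = sodium butyrate wells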
# hcDAF12 agonist = H. contortus DAF-12 activation, primary screen | HEK293 hcDAF-12 lit1-tk-luc reporter, luminescence; 0% DMSO, 100% Δ7-dafachronic acid | activation, % at 6.8 µM | 370,000 tested, 1.4% active;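 active = activation above the mean of all tested compounds plus 3 SD, cut at about 5.5% in these data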;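 also: 100% = response to 3 µM Δ7-dafachronic acid high control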
# HGIII-sPLA2 inh = Inhibits HGIII-sPLA2 liposome hydrolysis, primary screen | Q9NZ20 | QFRET BODIPY PC-A2 liposome hydrolysis, fluorescence | inhibition, % at 12.2 µM | 370,000 tested, 0.56% active;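 active = inhibition above mean plus 3 SD of compounds lying within the high and low control bounds, cut at about 19% in these data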;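 also: 0% = median of test compound wells and 100% = no enzyme DMSO wells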
# Target sequence (Q9NZ20 whole entry, looked up): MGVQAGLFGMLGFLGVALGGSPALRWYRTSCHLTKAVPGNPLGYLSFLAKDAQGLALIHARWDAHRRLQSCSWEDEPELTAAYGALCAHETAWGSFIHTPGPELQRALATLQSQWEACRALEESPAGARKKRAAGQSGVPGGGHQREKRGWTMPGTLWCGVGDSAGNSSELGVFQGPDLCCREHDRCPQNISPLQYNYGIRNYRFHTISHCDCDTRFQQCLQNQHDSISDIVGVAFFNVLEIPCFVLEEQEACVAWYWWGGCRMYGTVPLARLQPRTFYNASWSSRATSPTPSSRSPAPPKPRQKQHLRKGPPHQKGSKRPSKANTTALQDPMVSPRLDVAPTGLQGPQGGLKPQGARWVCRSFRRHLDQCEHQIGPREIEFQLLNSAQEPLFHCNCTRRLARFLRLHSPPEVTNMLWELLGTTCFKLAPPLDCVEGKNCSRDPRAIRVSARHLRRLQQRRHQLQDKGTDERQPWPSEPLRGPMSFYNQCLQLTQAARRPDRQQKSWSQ
# DAX1 inh-1 = inhibitors of DAX1 repression of SF-1 activated StAR promoter | 370,000 tested, 1.1% active | HEK293T StAR-luciferase reporter, SF-1/DAX-1 repression relief | AID 652010 | inhibition, % at 6.8 µM;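 active = inhibition above the mean over all tested compounds plus 3 SD, cut at about 3.6% in these data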;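 also: 0% = DAX-1 cells with DMSO and 100% = cells lacking DAX-1 with DMSO; higher inhibition means more luminescence from relief of DAX-1 repression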
# DAX1 inh-2 = inhibits human nuclear receptor DAX1. HEK293 Gal4-DAX1 luciferase reporter, luminescence. inhibition, % at 6.75 µM. 340,000 tested, 0.99% active. AID 504766;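 active = inhibition above the mean over all tested compounds plus 3 SD, cut at about 4.2% in these data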;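 also: 0% = DAX1-transfected cells with DMSO and 100% = empty-vector control cells with DMSO; inhibition shows as a rise in luminescence from relieved DAX1 repression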
# Target sequence (P51843 207-470 limits assumed): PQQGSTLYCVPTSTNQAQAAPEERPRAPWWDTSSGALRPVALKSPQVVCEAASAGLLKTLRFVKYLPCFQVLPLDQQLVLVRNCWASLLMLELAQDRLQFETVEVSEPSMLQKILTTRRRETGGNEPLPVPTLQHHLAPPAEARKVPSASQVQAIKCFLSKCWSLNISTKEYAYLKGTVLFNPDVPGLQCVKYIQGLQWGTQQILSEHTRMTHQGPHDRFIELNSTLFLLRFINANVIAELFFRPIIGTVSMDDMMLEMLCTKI
# * marks the source's active call; other numbers are inactive results; · = not tested or not shown; & = joins results of further samples.
# Every second line gives: NPR2 activator	FXN GAA850 act	NPR1 activator	ssDAF12 agonist	SMARCA2 activ	KLK7 zymogen act	hgDAF-12 ag	hcDAF12 agonist	HGIII-sPLA2 inh	DAX1 inh-1	DAX1 inh-2
CC(=O)N(c1ccccc1C)S(=O)(=O)c1ccc(Cl)cc1
→ -1	-3.0	0	-1.0	0	-0.2	-1.9	-1.2	-5	-0.6	-1.4
CN1CCN(C(=O)/C(=C/c2cn(S(=O)(=O)N(C)C)c3ccccc23)NC(=O)c2ccccc2)CC1
→ -6	2.9	-3	-0.8	-2	-0.2	-0.5	-1.6	-9	-0.4	-0.1
CCCc1c(-c2ccccc2F)ncn1CCc1ccccc1OC
→ -3	·	-7	-1.8	-5	0.0	-4.4	-2.0	-6	-2.3	·
CCOc1ncccc1C(=O)Nc1nnc(C(CC)CC)s1
→ -2	0.9	1	-2.3	0	0.2	-0.2	-2.5	-1	-1.5	2.1
O=C(Nc1cc(S(=O)(=O)N2CCCCC2)ccc1Cl)c1ccc(F)cc1
→ 5	3.1	-1	-1.6	-2	-0.5	0.4	-1.0	7	0.2	-0.5
COc1ccc(Cl)cc1NC(=S)N(Cc1ccccc1C)CC1CCC(C(=O)O)CC1 (stereo not given)
→ -16	1.6	-18	-1.8	-4	0.5	0.0	1.6	-17	0.6	-1.9
Cc1nc(N2CCCCC2)c2c(C)c(C(=O)Nc3ccc4c(c3)OCCO4)sc2n1
→ -5	-0.6	2	-1.6	0	-4.0	-3.3	-5.8	-8	-3.3	-2.2
NC(COCc1ccccc1)c1csc(Nc2ccccn2)n1 (stereo not given)
→ -4	2.1	-1	-1.9	-2	0.6	1.6	0.1	3	-0.1	·
CN1CC(=O)N(CC(=O)Nc2ccc(F)cc2)c2ccccc2C1=O
→ 4	-1.2	1	-1.0	-2	0.0	-1.6	-1.0	16	0.1	1.5
Cc1ccccc1C(=O)NC(=S)N(CCO)Cc1ccccc1
→ -1	0.0	1	-0.2	1	-0.1	2.2	0.8	7	0.1	-0.3
O=C(NCc1ccccc1)c1cc(C2CCCCN2S(=O)(=O)c2cccs2)on1 (stereo not given)
→ 5	-0.9	2	-1.3	-3	0.4	0.1	-3.1	-12	-0.4	·
Cc1cc(C)n(-c2nnc(C)n2NC(=O)c2cccc(Cl)c2)n1
→ 2	-0.9	-2	-1.2	2	0.5	0.7	-0.9	5	0.8	-0.9
COc1ccc(CNC(=O)C2Cc3cc(S(=O)(=O)N4CCCC4)ccc3N2C(C)=O)c(OC)c1 (stereo not given)
→ -2	1.0	-5	-1.0	-2	0.5	0.2	-1.6	2	0.4	0.0
O=C(c1ccc(-n2cncn2)c([N+](=O)[O-])c1)N1CCN(S(=O)(=O)c2ccccc2Br)CC1
→ -2	2.1	4	-1.1	-1	0.2	-2.5	-2.0	3	-0.5	-1.0
O=C(Nc1ccc(N2CCOCC2)c(Cl)c1)c1ccc2c(c1)OCCO2
→ 4	1.6	-1	-0.3	2	0.3	2.6	1.8	-5	-0.2	-2.0
C=CCN1C(=O)/C(=C2/Sc3ccc(OC)cc3N2C)SC1=NCc1ccccc1
→ 15	1.0	34	0.8	-3	-0.2	4.2	0.4	-2	0.5	1.1
CCC1(c2ccc(F)cc2)NC(=O)N(CC(=O)N2c3ccccc3NC(=O)C2(C)C)C1=O (stereo not given)
→ 1	0.0	-1	-1.0	1	0.1	1.3	1.0	-7	0.5	-0.5
CCC(COC(=O)Nc1ccccc1)NC(=O)OC(C)C (stereo not given)
→ 2	0.9	-1	-0.3	8	0.7	2.5	-0.9	1	-0.4	-0.2
COc1ccccc1CN1C(=O)C(C)ON=C1c1ccccc1F (stereo not given)
→ -3	-1.7	-2	-0.8	0	0.0	-1.9	-1.2	15	-0.9	·
CC1CCN(C(=O)CSc2nnc(CSc3ncccn3)n2C)CC1
→ -1	0.3	0	-1.0	-4	0.5	-1.7	-0.6	3	0.2	1.2
O=C(NNC(=O)c1ccccc1-n1cccc1)c1cncc(Br)c1
→ 1	0.3	2	-1.1	-1	0.8	2.5	0.4	6	1.4	-1.1
CSc1ccccc1-c1nnc(-c2ccccc2)o1
→ -4	5.5	8	2.2*	7	-0.1	13*	12*	-2	4.4*	4.0
O=C(CC12CC3CC(CC(C3)C1)C2)NC(=S)NCc1ccccc1
→ 0	2.1	2	-0.7	0	0.3	-1.6	-2.5	18	-1.0	-0.3
Cc1ccc(NC(=O)CSc2n[nH]c(-c3ccncc3)n2)cc1C
→ -6	-3.3	-2	0.0	-2	-0.2	1.0	1.3	-7	0.3	-0.2
CC(C)S(=O)(=O)c1csc(C(=O)Nc2ccc(F)cc2)c1N
→ -6	3.1	-4	1.3*	4	-0.3	8.6	4.1	4	3.2	2.2
O=C(Nc1cccc(C(=O)O)c1)/C(=C/c1cccc([N+](=O)[O-])c1)NC(=O)c1cccc(Br)c1
→ 2	1.8	2	-1.7	-1	-0.8	-1.0	-2.0	-11	-0.3	0.7
O=S(=O)(NC1CCCCC1)c1ccc(Cl)nc1
→ -3	2.6	1	-1.8	1	-1.0	-2.1	0.4	1	-0.5	-1.1
Cc1ccc(N2C(=O)CC(Sc3ncn[nH]3)C2=O)cc1 (stereo not given)
→ 1	0.8	1	-1.2	0	0.5	2.2	-0.1	-10	-0.2	0.9
CN(C(=O)CN1C(=O)NC2(CCCc3ccccc32)C1=O)C1CCCCC1 (stereo not given)
→ 3	-1.7	3	-0.9	-2	-0.5	2.4	-0.2	-1	1.8	1.4
Cc1cc(SCC(=O)O)nc2ccccc12
→ 0&1	0.7&0.7	0&-3	-0.5&-1.2	0&1	-0.1&-0.1	-0.3&-1.3	-0.4&-0.8	12&3	-0.3&0.1	-0.9&-0.2

# 3 compounds out of the list above, ordered by their value in DAX1 inh-2, ascending:
SMILES	DAX1 inh-2
Cc1cc(C)n(-c2nnc(C)n2NC(=O)c2cccc(Cl)c2)n1	-0.9
Cc1ccc(NC(=O)CSc2n[nH]c(-c3ccncc3)n2)cc1C	-0.2
C=CCN1C(=O)/C(=C2/Sc3ccc(OC)cc3N2C)SC1=NCc1ccccc1	1.1

# Further results.
# Every second line gives: NPR2 activator	FXN GAA850 act	NPR1 activator	ssDAF12 agonist	SMARCA2 activ	KLK7 zymogen act	hgDAF-12 ag	hcDAF12 agonist	HGIII-sPLA2 inh	DAX1 inh-1	DAX1 inh-2
CCCc1ccc(OCc2ccc(C(=O)N3CCN(c4ccccn4)CC3)o2)c(OC)c1
→ 2	2.8	-5	-1.8	2	0.9	-1.6	-1.0	-19	-1.3	-0.4
Cc1ccc2c(c1)c(C)c(C)n2CC(O)CN1CCOCC1 (stereo not given)
→ -3	-2.0	1	-1.0	4	0.2	1.7	0.0	3	0.2	-1.5
COc1ccc(N2CCSC2C(=O)NN)cc1 (stereo not given)
→ 2	-1.2	3	-1.1	1	-0.3	0.7	-0.8	9	-0.4	-0.1
Cc1ccc(C(=O)N/C(=C/c2ccco2)C(=O)Nc2cccc(C)c2)cc1
→ 0	3.0	-1	-1.0	-1	6.6	-0.3	0.5	1	-0.2	0.1
CC(C)CN(C(=O)CCC(=O)OCC(=O)N(C)c1ccccc1)c1c(N)n(CC(C)C)c(=O)[nH]c1=O
→ -1	1.9	1	-0.9	1	-0.3	-2.1	-2.5	11	-1.1	-0.8
CN1CC(=O)N(CC(=O)NC2CCCCC2)C1=O
→ 0	-0.5	1	-1.1	4	-0.7	-4.9	-0.1	-3	-0.2	0.0
COc1cccc(/C=C2\SC(=O)N(CC(=O)NC3CCS(=O)(=O)C3)C2=O)c1 (stereo not given)
→ 5	0.1	2	0.8	-2	-2.6	-2.2	-0.6	2	-0.2	-0.5
CN(C)CCN(C(=O)CCS(=O)(=O)c1ccccc1)c1nc2cc3c(cc2s1)OCO3
→ -5	1.0	-2	-0.9	2	-0.1	1.3	-0.3	-3	1.5	-0.2
CC1(c2ccc3ccccc3c2)NC(=O)N(CC(=O)O)C1=O (stereo not given)
→ 2	-0.7	-4	-0.4	0	-0.4	-1.8	0.5	2	-0.1	-0.3
O=C(CN1CCC(n2nnc3cc(F)ccc32)CC1)N1CCCc2ccccc21
→ -2	-0.2	-3	-1.1	-3	-0.5	-1.6	-1.9	-2	-1.0	-1.7
CCOc1cc(CO)c(Br)cc1OCC(=O)O
→ 2	·	2	-1.3	-1	0.0	0.2	-1.6	6	-0.6	·
Clc1ccccc1N=C1SCCS1
→ -1	-0.6	2	0.2	-4	-0.4	2.9	-0.9	6	1.1	·
C=CCn1c(SCC(=O)N(CC)C2CCS(=O)(=O)C2)nnc1-c1ccccc1 (stereo not given)
→ 0	-0.3	0	-1.1	0	0.6	-1.6	0.1	6	2.5	1.1
COc1ccc(C(=O)CSc2nnc(CNc3ccc(C)cc3C)n2Cc2ccco2)cc1
→ -15	1.4	-28	-1.1	2	0.4	-1.1	-1.5	-33	-0.9	-0.9
CCC[C@@H](CN1CCC[C@H]1CN1C(N)=NC[C@H]1CC(C)C)N1C[C@@H]([C@H](C)CC)N(CCCC2CCCC2)C1=N
→ 6	0.6	4	-0.5	-3	-0.6	1.0	-0.4	6	-0.2	0.0

# Part of the list above in another layout:
SMILES	NPR2 activator	FXN GAA850 act	NPR1 activator	ssDAF12 agonist	SMARCA2 activ	KLK7 zymogen act	hgDAF-12 ag	hcDAF12 agonist	HGIII-sPLA2 inh	DAX1 inh-1	DAX1 inh-2
Cc1ccc(C(=O)N/C(=C/c2ccco2)C(=O)Nc2cccc(C)c2)cc1	0	3.0	-1	-1.0	-1	6.6	-0.3	0.5	1	-0.2	0.1
CC(C)CN(C(=O)CCC(=O)OCC(=O)N(C)c1ccccc1)c1c(N)n(CC(C)C)c(=O)[nH]c1=O	-1	1.9	1	-0.9	1	-0.3	-2.1	-2.5	11	-1.1	-0.8
CN1CC(=O)N(CC(=O)NC2CCCCC2)C1=O	0	-0.5	1	-1.1	4	-0.7	-4.9	-0.1	-3	-0.2	0.0
COc1cccc(/C=C2\SC(=O)N(CC(=O)NC3CCS(=O)(=O)C3)C2=O)c1 (stereo not given)	5	0.1	2	0.8	-2	-2.6	-2.2	-0.6	2	-0.2	-0.5
CN(C)CCN(C(=O)CCS(=O)(=O)c1ccccc1)c1nc2cc3c(cc2s1)OCO3	-5	1.0	-2	-0.9	2	-0.1	1.3	-0.3	-3	1.5	-0.2
CC1(c2ccc3ccccc3c2)NC(=O)N(CC(=O)O)C1=O (stereo not given)	2	-0.7	-4	-0.4	0	-0.4	-1.8	0.5	2	-0.1	-0.3
O=C(CN1CCC(n2nnc3cc(F)ccc32)CC1)N1CCCc2ccccc21	-2	-0.2	-3	-1.1	-3	-0.5	-1.6	-1.9	-2	-1.0	-1.7
CCOc1cc(CO)c(Br)cc1OCC(=O)O	2	·	2	-1.3	-1	0.0	0.2	-1.6	6	-0.6	·
Clc1ccccc1N=C1SCCS1	-1	-0.6	2	0.2	-4	-0.4	2.9	-0.9	6	1.1	·
